Screening data deposited in PubChem BioAssay by several laboratories.
V-ATPase pH = yeast V-ATPase proton transport regulation by pHLuorin; S. cerevisiae, pHLuorin cytosolic pH fluorescence; response, % at 10 µM; 350,000 compounds, 0.37% hits; AID 504577; in the data active = response mostly above about 7.3%, no sharp cut-off; inactive = mostly below about 5.4%; also: actives read high; inactives centre near 0; some compounds called inactive have numbers as strong as hits; reference of the scale not given here
MOR-DOR ag = OPRM1-OPRD1 heterodimerization agonism; AID 504326; P35372+P41143; cells, luminescence; 340,000 compounds, 0.3% hits; activation, % at 9.3 µM; in the data active = activation above about 18%;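 also: 0% = vehicle-treated cells and 100% = reference agonist; values of inactives mirror those of a sister screen read the other way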
OPRM1-OPRD1 inv = inverse agonists of human mu-delta opioid receptor heterodimerization | cell-based MOR-DOR heterodimer luminescence, inverse agonism | 340,000 compounds, 0.21% hits | inhibition, % at 9.3 µM; in the data active = inhibition above about 22%, passing the limit was not always enough;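 also: 0% = cells with DMSO and 100% = wells without cells with DMSO; values of inactives mirror those of a sister screen read the other way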
RTF Ca sens act = cardiac RTF calcium sensitization. activation, % at 7.2 µM. IANBD-labeled TnC RTF fluorescence at EC20 calcium; 0% EC20 calcium, 100% full calcium. P19429+P45379. 340,000 compounds, 0.24% hits;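 active = activation above the mean over all tested compounds plus 3 SD, cut at about 30% in these data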;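 also: rise in fluorescence read as greater calcium sensitivity of cardiac thin filaments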
LANA DNA inh = blocks KSHV LANA C-terminal domain binding to DNA; MBP-C-LANA/FAM-LBS DNA binding, fluorescence polarization; inhibition, % at 9 µM; 340,000 compounds, 0.078% hits; AID 504423;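 active = highest replicate inhibition at or above 60% at 9 µM, even if other replicates fall short; inactive = all replicates below 60% inhibition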;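 also: 0% = neutral control wells and 100% = 4 µM acridine orange control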
DSG3 Ab inh = blocks pemphigus antibody binding to human desmoglein-3. DSG3-coupled beads, scFv-anti-DSG3-GFP binding, flow cytometry; stronger effect = lower value. binding (percent of control), % at 10 µM. 310,000 compounds, 0.48% hits;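 active = binding more than 3 SD below its plate's average and above zero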; also: some compounds called inactive have numbers as strong as hits
Target sequence (P32926 whole entry, looked up): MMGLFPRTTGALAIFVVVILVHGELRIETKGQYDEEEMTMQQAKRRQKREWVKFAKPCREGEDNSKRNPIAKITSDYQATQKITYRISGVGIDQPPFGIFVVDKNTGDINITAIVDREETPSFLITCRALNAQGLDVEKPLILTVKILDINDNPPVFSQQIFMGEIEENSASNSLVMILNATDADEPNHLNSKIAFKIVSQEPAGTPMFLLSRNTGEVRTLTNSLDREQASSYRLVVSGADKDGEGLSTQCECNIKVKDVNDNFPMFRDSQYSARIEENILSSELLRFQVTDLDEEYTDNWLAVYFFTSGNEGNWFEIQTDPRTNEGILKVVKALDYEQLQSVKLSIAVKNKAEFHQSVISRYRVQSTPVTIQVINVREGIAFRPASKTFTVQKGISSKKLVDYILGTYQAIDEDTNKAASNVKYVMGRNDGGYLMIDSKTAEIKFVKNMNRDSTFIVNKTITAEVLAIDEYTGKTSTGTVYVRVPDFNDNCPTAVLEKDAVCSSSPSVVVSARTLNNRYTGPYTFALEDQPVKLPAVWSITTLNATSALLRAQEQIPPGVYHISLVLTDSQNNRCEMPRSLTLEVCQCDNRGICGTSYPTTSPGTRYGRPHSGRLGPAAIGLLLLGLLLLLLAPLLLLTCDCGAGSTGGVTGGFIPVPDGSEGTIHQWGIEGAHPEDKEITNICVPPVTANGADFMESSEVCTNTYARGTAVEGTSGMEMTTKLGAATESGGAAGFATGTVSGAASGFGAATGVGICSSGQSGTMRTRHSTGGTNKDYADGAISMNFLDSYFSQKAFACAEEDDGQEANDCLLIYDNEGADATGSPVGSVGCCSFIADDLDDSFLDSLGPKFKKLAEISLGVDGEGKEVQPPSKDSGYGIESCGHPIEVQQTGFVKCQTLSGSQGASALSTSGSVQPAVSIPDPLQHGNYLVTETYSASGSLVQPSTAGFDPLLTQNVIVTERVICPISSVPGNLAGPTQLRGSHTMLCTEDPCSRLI
Wnt act = Wnt/beta-catenin pathway activation | Wnt/beta-catenin reporter cell assay, activator, plate reader | activation, % at 9.35 µM | 300,000 compounds, 1.2% hits; in the data active = activation above about 30%, passing the limit was not always enough;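 also: 0% = neutral control wells and 100% = positive control wells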
Keap1 Nrf2 FP = inhibitors of human Keap1-Nrf2 protein-protein interaction; Q14145; Keap1 Kelch-Nrf2 peptide fluorescence polarization, 1536-well; inhibition, % at 9.4 µM; 340,000 compounds, 0.15% hits; AID 504523; in the data active = inhibition above about 12%;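 also: human Keap1 Kelch domain with fluorescein labeled Nrf2 9mer peptide probe; 0% = neutral control wells and 100% = peptide positive control; higher means more block of Keap1 binding to Nrf2 peptide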
RTF Ca sens inh = cardiac RTF calcium desensitization; inhibition, % at 7.15 µM; 340,000 compounds, 0.12% hits; AID 493244; P19429+P45379; IANBD-labeled cardiac RTF, Ca2+ fluorescence;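 active = inhibition above the mean inhibition of all tested compounds plus 3 SD, cut at about 17% in these data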;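 also: assay run at fixed EC70 calcium of 1.6 mM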
Arr AP2 block = inhibitors of human beta-arrestin and AP2 interaction; AID 504490; 340,000 compounds, 0.31% hits; inhibition, % at 10 µM; FITC-arrestin peptide / GST-AP2 beads, flow cytometry; AP2 beta2 appendage carries R879A mutation;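 active = inhibition above a set limit, near 3 SD of compounds lacking own fluorescence, cut at about 54% in these data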;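 also: plate controls were DMSO wells for no effect and 5 µM unlabelled arrestin peptide for full effect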
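Material – GST-tagged AP2 beta2-adaptin appendage (R879A) on 4 µm glutathione beads · Probe or stimulus – fluorescein-tagged arrestin peptide at 50 nM final · Timing – 12 min plus 1 h, RT · Detection – bead flow cytometry, FITC channel · Read-out basis – inhibition as reduced fluorescein signal on beads, percent · Medium – PBS plus Tween 20 (0.05%) and BSA (0.1%)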
Numbers without * were called inactive; / = not tested or not shown. Random draw from the library; overall some 3.1% were active at least once.

SMILES	V-ATPase pH	MOR-DOR ag	OPRM1-OPRD1 inv	RTF Ca sens act	LANA DNA inh	DSG3 Ab inh	Wnt act	Keap1 Nrf2 FP	RTF Ca sens inh	Arr AP2 block
CSc1nnc2c(n1)OC(c1cccn1C)N(C(C)=O)c1ccccc1-2 (centres undefined)	4	0.8	-5	-1	1.1	/	/	-6	-13	15
CC(C(=O)Nc1ccccc1Cl)c1ccc([N+](=O)[O-])cc1 (centres undefined)	-3	-1.8	9	6	1.0	105	1	-4	-7	1
CCCCCOc1ccc(C(=O)CCC(=O)Nc2ccc(NC(C)=O)cc2)cc1	2	-3.5	16	-3	-1.1	99	4	-1	0	8
O=S(=O)(c1cnc(Cl)c(Br)c1)N1CCN(c2ncccn2)CC1	3	-1.7	9	7	0.0	90	-3	0	-6	-6
COc1ccc(-c2csc3[nH]c(=S)n(-c4ccccc4)c(=O)c23)cc1OC	0	-2.5	12	4	-0.2	97	-3	-2	-3	45
CCN1C(=O)[C@H]2[C@@H](c3ccccc3)N3C(=O)N(c4cccc(F)c4)C(=O)[C@@]3(CC(C)C)[C@H]2C1=O	-1	-2.4	14	2	0.2	95	/	-1	-5	6
COc1cccc(N2C(=O)CC(N3CCN(CCN=CC4=C(O)CC(C)(C)CC4=O)CC3)C2=O)c1 (centres undefined)	2	-3.1	15	5	0.8	101	7	3	4	1
CC(c1ccon1)N(C)Cc1cn(Cc2ccccc2)nc1-c1ccc2c(c1)OCO2 (centres undefined)	4	2.3	-17	-3	0.0	91	-3	1	-9	1
COc1cccc(S(=O)(=O)Nc2cccc(C(=O)N3CCOCC3)c2)c1	4	0.4	-2	1	-0.8	100	1	0	-13	16
COc1ccc(N2C(=O)CC(n3cnc4ccccc43)C2=O)cc1 (centres undefined)	-1	/	/	-5	-0.6	104	/	-3	-6	10
CCOc1cc(C(=O)Nc2cc(C)ccc2OC)ccc1OCC(=O)N1CCCCC1	-6	-1.8	9	-2	0.3	98	-2	-5	4	0
O=C(NCCc1ccccc1)c1cccnc1	-3	-1.0	6	-5	2.6	111	34*	-2	-8	-4
Cn1c(=O)oc2cc(S(=O)(=O)Nc3cccc(F)c3)ccc21	2	-4.1	20	6	1.8	110	-2	-4	-15	20
CC(C)(C)C(=O)C[n+]1ccccc1	2	1.3	-10	2	2.1	104	-2	-7	-14	-1
O=C(Nc1ccc2c(c1)OCO2)c1cc(Cl)ccn1	0	-2.3	9	1	0.1	114	-1	1	-1	-1
Cc1ccccc1CN1C(=O)C(C)S/C1=N/N=C/c1ccco1 (centres undefined)	2	3.1	-15	8	-1.1	/	1	-6	-5	2
O=C(Cc1c(F)cccc1Cl)Nc1ccccc1C(=O)N1CCOCC1	-4	-3.2	16	5	-0.1	100	-2	-4	-8	-12
CCCCC(=O)Nc1ccc(N2CCN(C(=O)c3ccco3)CC2)cc1	3	-2.3	8	-2	-1.2	109	-1	0	-2	30
Cc1ccccc1OCCC(=O)NNC(=O)c1ccccc1F	-1	0.7	-3	-3	2.4	/	-3	-2	0	-8
Cn1c(NC(=O)c2ccccc2NC(=O)C(C)(C)C)nc2ccccc21	4	4.4	-23	8	0.4	105	-2	-6	-8	1
Cc1ccccc1Cn1cc(S(=O)(=O)c2ccc(C(C)C)cc2)c(=O)c2cc3c(cc21)OCO3	-8	-2.7	14	5	-1.7	95	-1	-1	-3	5
Clc1ccc(-c2cnn3c(-c4ccncc4)ccnc23)cc1	-1	-0.7	4	-8	-0.7	86	64*	-1	-5	-8
CCOC(=O)N1CCN(c2c(N3CCN(c4cccc(C(F)(F)F)c4)CC3)c(=O)c2=O)CC1	-1	-0.4	2	11	0.7	105	-2	-2	-2	2
O=C1OCCC1Sc1nc2ccccc2[nH]1 (centres undefined)	9	0.5	-3	0	1.9	102	-4	1	-2	20
CN(CCCNC(=O)CCCOc1cc(=O)n(C)c2ccccc12)Cc1ccccc1	10	1.5	-10	2	-0.5	163	5	-6	-11	-2
Cc1nc2ccccc2nc(C)c1=NOCC(=O)N(c1ccccc1)C(C)C	1	1.6	-9	12	0.3	96	1	-5	-16	0
CCN(CC)S(=O)(=O)c1ccc(N2CCCCC2)c(NC(=O)/C=C/c2ccc(OC)c(OC)c2)c1	-2	-0.7	4	7	0.1	99	-2	1	-11	-19
O=C(NCCCC(=O)N1CCCCC1)c1ccc(Cl)cc1	3	0.4	-2	0	-1.4	113	-1	-4	1	-4
CC(=O)c1cccc(NC(=O)CCS(=O)(=O)c2cc3c(cc2C)NC(=O)CO3)c1	2	-1.2	6	0	0.1	/	-3	0	-10	27
COc1cccc(C(=O)N(Cc2ccccc2)Cc2cc3cc4c(cc3[nH]c2=O)OCCO4)c1	2	0.9	-5	-1	-1.8	103	/	-6	0	8
Cc1cc2oc(C(=O)Nc3ccc(S(=O)(=O)Nc4ncccn4)cc3)c(C)c2cc1Cl	0	-1.9	8	-1	0.4	109	1	-2	3	5
Cn1cnnc1SC(C(=O)Nc1cccc(C(F)(F)F)c1)c1ccccc1 (centres undefined)	0	1.1	-6	-7	-0.9	86	/	-1	-4	0
COc1ccccc1C(=O)NCCC(=O)NC(C)CCc1ccccc1 (centres undefined)	-1	1.3	-7	10	/	110	1	/	-12	8
CCNC(=O)Nc1cc(OC)c(OC)cc1C(=O)O	-3	-1.2	6	-1	-0.8	102	0	-2	-1	26
Nc1nc2cc3ccccc3cc2[nH]c1=O	3	0.8	-4	4	4.8	114	-6	1	-2	16
CCN1CCN(C(=O)c2cc(S(=O)(=O)N3CCCCC3)ccc2Cl)CC1	3	0.2	-1	-4	-0.3	104	-2	-1	-7	-1
CC(C)(C)CN1CCNC(=O)C1CC(=O)N1CCOc2ccccc2C1 (centres undefined)	3	-1.0	5	0	-0.8	79	0	-5	-10	-6
O=S(=O)(Nc1ccc(O)cc1)c1cccc2cccnc12	2	0.4	-2	2	-0.4	103	-1	-1	-7	-3
CCCC(=O)Nc1cccc(-c2nc3ccccc3o2)c1	5	-2.2	12	-3	-1.8	99	/	2	-4	5
O=C(CC1SC2=NCCN2C1=O)Nc1ccc(Cl)cc1 (centres undefined)	0	-1.9	10	-1	-0.4	96	/	-2	-1	0
COc1ccc(N2C(=O)C3C4C=CC(CC4)C3C2=O)c([N+](=O)[O-])c1 (centres undefined)	-1	-0.3	1	-4	0.6	105	/	2	-5	5
CCC(c1nnnn1Cc1ccc(F)cc1)N1CCN(C2CCCCC2)CC1 (centres undefined)	3	2.2	-13	13	1.3	112	/	-3	1	1
COc1nc(Nc2ccc(OC)c(Cl)c2)nc(OC)n1	0	-2.9	13	-2	0.2	120	3	-4	-8	1
O=C(Cc1c(F)cccc1Cl)Nc1cc(S(=O)(=O)N2CCOCC2)ccc1N1CCOCC1	4	0.0	0	-4	-1.7	103	-5	0	1	-4
O=C(COc1ccccc1)NCC(=O)N/N=C/c1cccs1	-8	0.1	-1	5	-2.5	102	0	-6	-4	11
O=C(NC(=S)/C(=C1\CCCCCN1)[N+](=O)[O-])c1ccccc1	3	-4.8	19	-4	-0.3	103	/	0	-5	-13
O=C(NC(=S)Nc1ccccc1N1CCCCC1)c1ccco1	0	3.2	-15	-1	0.7	100	-2	-1	-2	-9
Cc1ccc(Cn2cccc(NC(=O)NCc3ccccc3)c2=O)cc1	-1	4.4	-27	5	-1.2	96	-2	-2	-7	0
Cc1ccc2c(c1)C1CN(C)CCC1N2S(=O)(=O)c1ccc(C#N)cc1 (centres undefined)	4	/	/	4	1.5	103	1	-1	-3	22
C=CCn1c(=O)c2ccc(C(=O)NCc3ccccc3)cc2n(Cc2ccccc2Cl)c1=O	2	-0.9	4	3	3.0	106	1	-3	1	16
CN(C)c1ccc(NC(=S)c2ccccn2)cc1	8	-0.8	4	-8	-1.8	97	/	2	-5	15
CC(C)(C)c1cc(NC(=O)COc2ccc(Br)cc2)n(-c2ccccc2)n1	-3	6.8	-39	4	-1.0	/	19	0	-13	17
O=C(NC(=S)Nc1ccc2[nH]ncc2c1)c1ccccc1	-6	-1.6	8	2	-1.8	107	/	-2	8	2
CCOC(=O)CSc1ncnc2c1cnn2-c1ccc(C)cc1	1	7.0	-40	8	0.4	104	/	-5	-9	-5
Cc1ccc(-n2ncc3c(=O)n(CC(=O)NC4CCCCC4)cnc32)cc1C	2	-0.8	4	1	-0.4	120	4	2	-2	-4
O=c1cc(CSc2nc3ccccc3[nH]2)c2ccccc2[nH]1	-6	-1.6	9	0	-1.0	103	4	1	-3	-2
O=C(CSc1nnc(-c2ccccc2)o1)NC1CCS(=O)(=O)C1 (centres undefined)	3	-0.5	3	-5	-0.4	92	-1	0	-2	2
COCCC(=O)N1CCC(Oc2ccc(C(=O)NCCc3ccccn3)cc2)CC1	1	0.1	-1	-2	0.1	109	1	-2	-7	4
O=C(CN1CCCCC1)N/N=C/c1ccc(Cl)cc1	3	-2.2	11	-4	0.6	118	-2	0	-7	38
O=C(Nc1ccccc1Cl)C1CC(=O)N(c2ccccc2)C1 (centres undefined)	-1	/	/	/	0.4	96	0	-2	/	14

Wnt act: hit marks shown above
molecule,V-ATPase pH,MOR-DOR ag,OPRM1-OPRD1 inv,LANA DNA inh,DSG3 Ab inh,Wnt act,Keap1 Nrf2 FP,Arr AP2 block
O=C(NCCc1ccccc1)c1cccnc1,-3,-1.0,6,2.6,111,34*,-2,-4
Clc1ccc(-c2cnn3c(-c4ccncc4)ccnc23)cc1,-1,-0.7,4,-0.7,86,64*,-1,-8

Continuation.
SMILES	V-ATPase pH	MOR-DOR ag	OPRM1-OPRD1 inv	RTF Ca sens act	LANA DNA inh	DSG3 Ab inh	Wnt act	Keap1 Nrf2 FP	RTF Ca sens inh	Arr AP2 block
CN(Cc1cnn(C)c1)C(=O)C1CCC(=O)N(Cc2ccc(Cl)cc2)C1 (centres undefined)	0	-2.9	15	-1	-1.0	/	-1	-1	3	-2
COc1ccc(CCCC(=O)Nc2ccccc2F)cc1	2	-2.0	11	7	-2.6	103	12	-8	-1	18
CCc1cccc(NC(=O)CCS(=O)(=O)c2ccc(Br)cc2)c1	-3	4.8	-24	3	11	100	1	-1	-9	28
CCOC(=O)N1CCN(S(=O)(=O)c2cc(Br)cc3c2N(C(C)=O)C(C)C3)CC1 (centres undefined)	1	-1.3	7	3	1.4	107	/	5	-3	-7
CCc1nnc(NS(=O)(=O)c2ccc(NC(=O)c3cc(Cl)ccc3Cl)cc2)s1	-3	-2.0	10	-6	0.1	98	2	0	-11	-7
COc1cccc(N2C(N)=NC(N)=NC2(C)C)c1	1	-3.6	18	3	0.3	97	/	-2	-3	-2
CCN(CC)CCCn1c(C)cc2c(c1=O)C(c1cc(OC)c(OC)cc1OC)C(C#N)=C(N)O2 (centres undefined)	5	-0.3	2	0	0.5	118	/	-1	4	-5
